# PRC2 inh = EZH2/PRC2 methyltransferase inhibitors, primary screen, biochemical, DELFIA time-resolved fluorescence, single point; inhibition, % at 12.5 µM; PRC2 H3K27 methylation, DELFIA TRF, 1 h; AID 651548, 2012; hit rate 0.35% among 57,000;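 active = mean inhibition of replicates at least 50% and every single replicate also reaching 50%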;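 also: dimethyl H3K27 on biotinylated H3 21-44 peptide detected by antibody; plate controls were median neutral control wells for no effect and median positive control wells for full effect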
# Target sequence (Q15910 whole entry, looked up): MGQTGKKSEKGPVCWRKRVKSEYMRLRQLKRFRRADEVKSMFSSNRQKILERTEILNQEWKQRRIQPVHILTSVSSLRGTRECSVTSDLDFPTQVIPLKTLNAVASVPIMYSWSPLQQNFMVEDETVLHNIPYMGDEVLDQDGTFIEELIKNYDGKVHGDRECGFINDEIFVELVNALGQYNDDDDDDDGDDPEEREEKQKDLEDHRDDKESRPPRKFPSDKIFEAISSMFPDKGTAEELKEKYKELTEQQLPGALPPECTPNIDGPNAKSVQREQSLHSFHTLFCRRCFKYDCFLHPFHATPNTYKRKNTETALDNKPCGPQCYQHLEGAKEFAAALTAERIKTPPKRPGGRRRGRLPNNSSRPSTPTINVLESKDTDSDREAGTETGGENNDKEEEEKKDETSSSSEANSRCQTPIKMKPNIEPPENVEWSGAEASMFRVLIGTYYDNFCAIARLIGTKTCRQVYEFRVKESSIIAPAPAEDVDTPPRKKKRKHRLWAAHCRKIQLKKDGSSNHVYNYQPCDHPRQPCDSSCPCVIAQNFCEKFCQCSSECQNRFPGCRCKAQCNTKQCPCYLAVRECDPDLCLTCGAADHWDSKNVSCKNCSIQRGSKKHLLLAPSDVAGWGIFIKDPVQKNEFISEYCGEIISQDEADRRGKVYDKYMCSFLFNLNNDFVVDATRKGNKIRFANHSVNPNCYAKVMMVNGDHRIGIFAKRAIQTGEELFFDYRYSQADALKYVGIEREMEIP
# IDH1 R132H inh = inhibitors of IDH1 R132H reductase, primary screen, biochemical, plate reader, single point | AID 624101, 2012 | hit rate 0.18% among 70,000 | inhibition, % at 10 µM | diaphorase/resazurin fluorescence, 60 min; in the data active = inhibition above about 34%;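 also: 0% = DMSO and 100% = no enzyme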
# Active calls of the source: *; . = no result given. An excerpt (hit frequency here may not be typical).
SMILES,PRC2 inh,IDH1 R132H inh
C[C@H](CO)N1C[C@H](C)[C@@H](CN(C)S(=O)(=O)c2cccs2)OCCCC[C@H](C)Oc2ccc(NC(=O)Nc3cccc4ccccc34)cc2C1=O,.,0.4
C#CCOc1ccc(/C=N/NC(=O)c2ccccn2)cc1,-5,-0.2
COc1ccc(S(=O)(=O)Nc2ccc3c(c2)CC(=O)N([C@@H](C)CO)C[C@H](C)[C@@H](CN(C)Cc2ccc(-c4ccccc4)cc2)O3)cc1,.,0.4
COc1ccc(CN(C)C[C@H]2OCCCC[C@H](C)Oc3ccc(NC(=O)c4ccccc4)cc3C(=O)N([C@@H](C)CO)C[C@@H]2C)cc1,.,0.8
Cc1ccc(N(CC(=O)Nc2ccccc2-c2ccccc2)S(C)(=O)=O)cc1,-12,-0.3
C[C@@H]1CN([C@H](C)CO)C(=O)c2cc(N(C)C)ccc2O[C@@H]1CN(C)C(=O)Nc1ccc2c(c1)OCO2,-3,-3.7
Cn1c(=O)c2c(nc(NCc3cccnc3)n2Cc2cccc(C(F)(F)F)c2)n(C)c1=O,14,12
CSc1nc(COc2ccc(C(C)(C)C)cc2)nc(-n2cccc2)c1C#N,-1,2.6
C[C@H](CO)N1C[C@H](C)[C@@H](CN(C)CC2CCCCC2)Oc2ccc(NC(=O)Nc3ccc(C(F)(F)F)cc3)cc2C1=O,.,5.0
O=C(C[C@@H]1C=C[C@@H](NC(=O)c2ccccn2)[C@@H](CO)O1)NCc1cc(F)cc(F)c1,9,-0.2

# Next section, overlapping the part above by 7 compounds.
SMILES,PRC2 inh,IDH1 R132H inh
COc1ccc(CN(C)C[C@H]2OCCCC[C@H](C)Oc3ccc(NC(=O)c4ccccc4)cc3C(=O)N([C@@H](C)CO)C[C@@H]2C)cc1,.,0.8
Cc1ccc(N(CC(=O)Nc2ccccc2-c2ccccc2)S(C)(=O)=O)cc1,-12,-0.3
C[C@@H]1CN([C@H](C)CO)C(=O)c2cc(N(C)C)ccc2O[C@@H]1CN(C)C(=O)Nc1ccc2c(c1)OCO2,-3,-3.7
Cn1c(=O)c2c(nc(NCc3cccnc3)n2Cc2cccc(C(F)(F)F)c2)n(C)c1=O,14,12
CSc1nc(COc2ccc(C(C)(C)C)cc2)nc(-n2cccc2)c1C#N,-1,2.6
C[C@H](CO)N1C[C@H](C)[C@@H](CN(C)CC2CCCCC2)Oc2ccc(NC(=O)Nc3ccc(C(F)(F)F)cc3)cc2C1=O,.,5.0
O=C(C[C@@H]1C=C[C@@H](NC(=O)c2ccccn2)[C@@H](CO)O1)NCc1cc(F)cc(F)c1,9,-0.2
C[C@@H]1CN([C@@H](C)CO)S(=O)(=O)c2ccc(C#CC(C)(C)O)cc2O[C@H]1CN(C)CC1CCCC1,-10,-4.7
CCCC(=O)Nc1ccc2c(c1)OC[C@@H](C)N(C(C)=O)C[C@@H](C)[C@@H](OC)CN(C)C2=O,3,0.1
O=C(N[C@@H]1C=C[C@@H](CC(=O)N2CCc3ccccc3C2)O[C@H]1CO)C1CC1,15,-0.2
COCC#Cc1ccc2c(c1)O[C@@H](CN(C)C(=O)Nc1ccc(OC)cc1)[C@@H](C)CN([C@@H](C)CO)S2(=O)=O,.,-14
CCCN(C)C[C@@H]1Oc2cc(-c3cncnc3)ccc2S(=O)(=O)N([C@H](C)CO)C[C@@H]1C,-6,3.2
COCC#Cc1ccc2c(c1)O[C@H](CN(C)C(=O)c1ccccc1F)[C@H](C)CN([C@@H](C)CO)S2(=O)=O,16,-3.8
CC(C)NC(=O)Nc1cccc2c1O[C@@H](CN(C)C(=O)NC(C)C)[C@@H](C)CN([C@@H](C)CO)C2=O,1,-1.3
C[C@@H]1CCCCO[C@@H](CN(C)S(=O)(=O)c2cccs2)[C@H](C)CN([C@@H](C)CO)C(=O)c2cc(NS(=O)(=O)c3cccs3)ccc2O1,.,0.4
COc1ccc(S(=O)(=O)Nc2ccc3c(c2)C(=O)N([C@H](C)CO)C[C@@H](C)[C@H](CN(C)S(=O)(=O)c2ccc(F)cc2)OCCCC[C@@H](C)O3)cc1,.,3.3
COc1ccccc1Nc1nc(N)nc(CSc2nc3ccccc3s2)n1,-16,0.4
C[C@@H]1CN([C@H](C)CO)C(=O)c2cccc(NS(=O)(=O)c3cn(C)cn3)c2O[C@H]1CN(C)C(=O)NC1CCCCC1,.,-0.4
CCC(=O)N(C)C[C@H]1Oc2cc(-c3ccccc3F)ccc2S(=O)(=O)N([C@H](C)CO)C[C@@H]1C,-3,0.2
C[C@H](CO)N1C[C@H](C)[C@H](CN(C)S(C)(=O)=O)OCCCC[C@H](C)Oc2ccc(NC(=O)CCC(F)(F)F)cc2C1=O,13,.
CCCC(=O)Nc1ccc2c(c1)OC[C@H](C)N(CCc1ccccc1)C[C@H](C)[C@H](OC)CN(C)C2=O,4,0.3
C[C@@H]1CN([C@@H](C)CO)C(=O)Cc2cc(NC(=O)Nc3ccc(F)cc3)ccc2O[C@@H]1CN(C)C,.,0.0
Cc1noc(C)c1S(=O)(=O)N(C)C[C@H]1Oc2c(cccc2N(C)C)C(=O)N([C@H](C)CO)C[C@@H]1C,-5,-2.0
Cc1noc(C)c1NC(=O)N[C@H]1C=C[C@@H](CC(=O)N2CCN(C)CC2)O[C@@H]1CO,-3,0.1
O=C(c1cc([N+](=O)[O-])ccc1NCc1cccnc1)N1CCOCC1,-25,-0.4
Cc1noc(C)c1S(=O)(=O)Nc1ccc2c(c1)C(=O)N([C@H](C)CO)C[C@@H](C)[C@@H](CN(C)S(=O)(=O)c1ccc(Cl)cc1)O2,.,-0.1
Cc1noc(C)c1S(=O)(=O)N(C)C[C@H]1OCCCC[C@@H](C)Oc2ccc(NC(=O)Nc3ccc(F)cc3)cc2C(=O)N([C@@H](C)CO)C[C@@H]1C,.,2.7
COc1ccc(NC(=O)N[C@H]2CC[C@H](CCNC(=O)CN3CCOCC3)O[C@H]2CO)cc1,5,-0.1
CC(C)NC(=O)N(C)C[C@H]1Oc2ccc(NS(=O)(=O)c3ccc(F)cc3)cc2C(=O)N([C@@H](C)CO)C[C@H]1C,3,0.2
Cc1nnc(SCC(=O)Nc2cc(Cl)ccc2C)s1,-20,0.0
C[C@H](NC(=O)C[C@H]1CC[C@H](NC(=O)C2CCOCC2)[C@@H](CO)O1)c1ccccc1,-6,-0.3
C[C@@H]1CCCCO[C@@H](CN(C)C(=O)Nc2ccc3c(c2)OCO3)[C@@H](C)CN([C@H](C)CO)C(=O)c2cc(NC(=O)NC3CCCCC3)ccc2O1,.,2.1
COc1ccc(CN(C)C[C@H]2Oc3c(NC(=O)Nc4c(C)noc4C)cccc3C(=O)N([C@@H](C)CO)C[C@@H]2C)cc1,3,-0.1
C[C@H](CO)N1C[C@H](C)[C@H](CN(C)Cc2ccncc2)Oc2ccc(NS(C)(=O)=O)cc2C1=O,1,0.2
CC(=O)c1c(C)nn(CC(O)COc2ccc3cc(Br)ccc3c2)c1C (stereo not drawn),7,0.1
C[C@@H]1CCCCO[C@H](CN(C)Cc2ccncc2)[C@H](C)CN([C@H](C)CO)C(=O)c2cc(NC(=O)NC3CCCCC3)ccc2O1,5,7.2
Cc1noc(C)c1S(=O)(=O)Nc1ccc2c(c1)C(=O)N([C@H](C)CO)C[C@@H](C)[C@@H](CN(C)C(=O)c1ccncc1)OCCCC[C@H](C)O2,.,0.8
O=C(NCCNC(=O)c1cc2ccccc2cc1O)c1cc2ccccc2cc1O,.,0.1
COc1ccc(C(=O)Nc2ccc3c(c2)OC[C@@H](C)NC[C@@H](C)[C@@H](OC)CN(C)C3=O)cc1,-2,-0.3
COc1ccc(S(=O)(=O)Nc2ccc(O)c(Sc3ncn[nH]3)c2)cc1,8,9.7
Cc1ccc(S(=O)(=O)N(C)C[C@H]2Oc3ccc(N(C)C)cc3C(=O)N([C@H](C)CO)C[C@@H]2C)cc1,.,-3.3
CCc1cc2c3c(c(=O)oc2cc1OCc1cc(C(=O)O)oc1C)CCCC3,12,4.3
COc1cccc(S(=O)(=O)N[C@@H]2CC[C@H](CCn3cc(-c4ccccc4OC)nn3)O[C@@H]2CO)c1,-6,-0.5
COc1ccc(-c2nc(SCC(=O)Nc3cccc(C(F)(F)F)c3)n[nH]2)cc1,19,-0.3
Cc1ccc(-c2nc3cc(Cl)cc(Cl)c3o2)cc1NC(=O)COc1ccc([N+](=O)[O-])cc1,-17,0.4
COc1ccccc1CNCc1ccc(OC)c(OC)c1OC,1,-0.1
COc1ccc(OCC(=O)Nc2c(C(=O)c3ccc(C)c(F)c3)oc3ccccc23)cc1,2,0.0
COc1ccccc1-c1ccc2c(c1)O[C@H](CN(C)C(C)=O)[C@H](C)CN([C@H](C)CO)S2(=O)=O,3,-0.3
CCn1c(SCC(=O)Nc2cccc(OC)c2)nnc1-c1ccncc1,-15,0.2
Cc1noc(C)c1S(=O)(=O)N(C)C[C@H]1Oc2ccc(N(C)C)cc2CC(=O)N([C@@H](C)CO)C[C@@H]1C,-5,0.6
C[C@@H]1CCCCO[C@@H](CN(C)Cc2ccc3c(c2)OCO3)[C@H](C)CN([C@@H](C)CO)C(=O)c2cc(NS(=O)(=O)c3ccc(F)cc3)ccc2O1,.,1.3
CCCC#Cc1cnc2c(c1)C(=O)N([C@@H](C)CO)C[C@@H](C)[C@@H](CN(C)C(=O)Nc1cc(F)ccc1F)O2,-33,-0.4
Cc1ccc(-c2cnc3c(c2)C(=O)N([C@@H](C)CO)C[C@H](C)[C@H](CN(C)C(=O)c2ccccc2)O3)cc1,.,-0.5
C[C@@H]1CN([C@@H](C)CO)S(=O)(=O)c2ccc(-c3ccncc3)cc2O[C@H]1CN(C)C(=O)Nc1ccc(C(F)(F)F)cc1,.,0.2
CC(=O)Nc1ccccc1SCC(=O)Nc1ccc(C)cc1,-15,-0.1
C[C@@H]1CN([C@H](C)CO)C(=O)c2cc(NS(=O)(=O)c3cccs3)ccc2O[C@@H]1CN(C)CC1CC1,-3,-0.1
COc1ccc(NC(=O)Nc2ccc3c(c2)[C@H]2C[C@H](CC(=O)NCCc4ccccc4)O[C@H](CO)[C@H]2O3)cc1,-10,0.7
# Continued.
SMILES,PRC2 inh,IDH1 R132H inh
COc1ccc(CNC(=O)C[C@H]2CC[C@H](NS(=O)(=O)c3cccc(OC)c3)[C@H](CO)O2)cc1,-8,0.0
CC(C)NC(=O)Nc1ccc2c(c1)CC(=O)N([C@@H](C)CO)C[C@H](C)[C@H](CN(C)C(=O)Nc1ccc(F)cc1)O2,-3,0.3
C[C@@H]1CN([C@@H](C)CO)C(=O)CCCn2nncc2CO[C@H]1CN(C)Cc1ccc(C(F)(F)F)cc1,-1,-1.4
O=C(O)C[C@@H]1C[C@H]2c3cc(NC(=O)NC4CCCCC4)ccc3O[C@H]2[C@H](CO)O1,-9,0.0
COc1ccc(S(=O)(=O)Nc2cccc3c2O[C@H](CN(C)Cc2ccc4c(c2)OCO4)[C@@H](C)CN([C@H](C)CO)C3=O)cc1,-10,-0.4
Cc1noc(C)c1NC(=O)N(C)C[C@@H]1OCCCC[C@@H](C)Oc2ccc(NS(=O)(=O)c3cccs3)cc2C(=O)N([C@H](C)CO)C[C@@H]1C,.,2.3
COc1ccc(S(=O)(=O)N(C)C[C@H]2Oc3ccc(NC(=O)CCC(F)(F)F)cc3CC(=O)N([C@@H](C)CO)C[C@H]2C)cc1,.,0.7
CCOC(=O)c1c(NC(=O)COc2ccccc2F)sc2c1CCCC2,46,0.0
OCc1nc2ccccc2n1CCOc1ccc(Cl)cc1,-11,0.0
CNC[C@@H]1Oc2c(NC(=O)Nc3ccccc3)cccc2C(=O)N([C@H](C)CO)C[C@@H]1C,-1,1.1
CCN(C(=O)CCc1nc(-c2ccccc2F)no1)c1cc(Cl)ccc1OC,48,-0.4
C[C@H](CO)N1C[C@H](C)[C@@H](CN(C)C(=O)Nc2ccc3c(c2)OCO3)OCCCC[C@H](C)Oc2ccc(NS(=O)(=O)c3ccccc3)cc2C1=O,.,0.4
N#Cc1c(SCC(=O)Nc2ccccc2)ncc2cc3ccccc3nc12,-11,1.1
O=C(C[C@@H]1C=C[C@@H](NC(=O)C2CC2)[C@H](CO)O1)NCc1ccccc1Cl,0,0.2
N#Cc1c[nH]c2ccc(NC(=O)/C=C/c3ccc(OC(F)(F)F)cc3)cc12,.,-1.2
COc1ccccc1NC(=O)N[C@H]1CC[C@@H](CCNS(=O)(=O)c2ccccc2)O[C@@H]1CO,-8,-0.3
C[C@H]1CN([C@@H](C)CO)C(=O)c2cccc(NS(=O)(=O)c3ccccc3)c2O[C@@H]1CN(C)C(=O)NC1CCCCC1,-8,-0.7
C[C@@H]1CCCCO[C@H](CN(C)S(=O)(=O)c2ccccc2)[C@H](C)CN([C@@H](C)CO)C(=O)c2cc(NC(=O)NC3CCCCC3)ccc2O1,.,1.1
C[C@H]1CN([C@@H](C)CO)C(=O)c2cc(NC(=O)C3CC3)ccc2O[C@H]1CN(C)Cc1ccc(Oc2ccccc2)cc1,-8,-1.7
O=C(N[C@H]1CC[C@H](CCNS(=O)(=O)c2ccc(Cl)cc2)O[C@@H]1CO)c1cccnc1,0,-0.1
COc1ccc(NC(=O)CSc2nc3c(c(-c4cccs4)c2C#N)CN(C)CC3)cc1OC,.,-0.2
COc1ccc(-c2nnc(SCC(=O)Nc3cccc(C(C)=O)c3)n2-c2ccccc2)cc1,-4,-0.6

# Not a retest: 2 of the compounds above.
SMILES,PRC2 inh,IDH1 R132H inh
COc1ccc(NC(=O)CSc2nc3c(c(-c4cccs4)c2C#N)CN(C)CC3)cc1OC,.,-0.2
COc1ccc(-c2nnc(SCC(=O)Nc3cccc(C(C)=O)c3)n2-c2ccccc2)cc1,-4,-0.6

# Screening results from PubChem BioAssay.
